CHT PAM: allosteric activators of human choline transporter CHT; B-score at 10 µM; 310,000 compounds, 0.49% hits; AID 488977; CHT-expressing cells, membrane potential dye, choline EC20; active compounds read high; LV-AA mutant CHT in HEK293 cells;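 active = initial fluorescence not abnormally high and integrated response B-score, plate-corrected, over 3 SD above library mean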
Target sequence (Q9GZV3 whole entry, looked up): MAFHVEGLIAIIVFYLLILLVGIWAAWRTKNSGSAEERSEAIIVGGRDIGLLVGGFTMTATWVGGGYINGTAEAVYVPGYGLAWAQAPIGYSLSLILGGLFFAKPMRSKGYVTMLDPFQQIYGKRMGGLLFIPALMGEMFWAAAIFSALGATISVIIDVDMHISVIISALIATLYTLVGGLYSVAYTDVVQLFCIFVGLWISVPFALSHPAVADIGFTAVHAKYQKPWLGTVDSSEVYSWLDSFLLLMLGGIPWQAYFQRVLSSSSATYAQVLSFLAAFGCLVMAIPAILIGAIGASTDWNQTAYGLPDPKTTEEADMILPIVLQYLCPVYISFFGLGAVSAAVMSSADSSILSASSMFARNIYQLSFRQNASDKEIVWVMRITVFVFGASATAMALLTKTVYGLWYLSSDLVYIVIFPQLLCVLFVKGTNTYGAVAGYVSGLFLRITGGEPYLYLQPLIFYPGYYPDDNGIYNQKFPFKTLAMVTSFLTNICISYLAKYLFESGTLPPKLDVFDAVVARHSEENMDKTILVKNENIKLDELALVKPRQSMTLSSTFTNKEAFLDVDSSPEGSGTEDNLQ
Calls only; i = inactive. An excerpt; the hit share may differ from the screen's.

SMILES	CHT PAM
COc1ccc(S(=O)(=O)N/N=C(/C)c2ccncc2)cc1OC	i
CC(=O)c1cccc(NC(=S)NC2CCCCCCC2)c1	i
Cc1cccc(NC(=O)c2ccc(N3C(=O)C4CCCCC4C3=O)cc2)c1C (centres undefined)	i
CCCCSc1nc2sc3c(c2c(=O)n1-c1ccc(C)cc1)CCN(C)C3	i
Cc1nnc(Oc2ccc([N+](=O)[O-])cc2)c2ccccc12	i
CCc1nc(SCC(=O)O)c2c3c(sc2n1)COC(C)(C)C3	i
CN(Cc1c(C(=O)N2CCCCCCC2)nc2ccc(Cl)cn12)C1CCOC1 (centres undefined)	i
COc1ccc(-c2noc(=O)n2Cc2ccc(F)cc2Cl)cc1	i
NC(=O)C1CCN(CC(O)COc2ccc(-c3ccccc3)cc2)CC1 (centres undefined)	i
COc1ccc(C(=O)NC2CC2)cc1OC1CCN(Cc2ccc(F)cc2)CC1	i
CC(=O)c1cccc(Nc2nc(-c3cccnc3)cs2)c1	i
CC(C)N(Cc1cnn(C)c1)C(=O)C1CCC(=O)N(CCc2cccc(F)c2)C1 (centres undefined)	i
COCCCC1CCN(C(=O)C2CCC(=O)N(C3CCCCCC3)C2)CC1 (centres undefined)	i
O=[N+]([O-])c1ccc(O)c(/C=N/Nc2ncnc3c2cnn3-c2ccccc2)c1	i
COc1ccc(-n2c(C)c(C)c3c(NCCCO)ncnc32)cc1	i
Cc1ccc(S(=O)(=O)NNC(=O)c2ccc(NC(=O)C3CC3)cc2)cc1	i
COc1ccc(/C(O)=C2/C(=O)C(=O)N(CCCN3CCOCC3)C2c2ccc(C(C)C)cc2)cc1 (centres undefined)	i
COCCCNC(=S)NNC(=O)c1cc(-c2cccnc2)nc2ccccc12	i
CCC(CC)C(=O)Nc1nnc(S(=O)(=O)N(CC)c2ccc(OC)cc2)s1	i
Cc1cc(C)nc(Nc2cccc(Cl)c2)n1	i
Cc1ccc(C)c(NC(=O)CCC(=O)NN=C2CCCC2)c1	i
Cn1c(SCc2ccc(F)cc2)nnc1-c1ccncc1	i
COc1ccccc1NC(=O)C[n+]1ccccc1C	i
CCOC(=O)N1CCN(CCC(=O)c2ccc(Br)cc2)CC1	i
CC(C)c1ccc(/C=C/C(=O)N2CCOCC2)cc1	i
SMILES	CHT PAM
O=C1Nc2ccc(S(=O)(=O)N(CCO)CCO)c3cccc1c23	i
CCc1nc(SCc2ccccc2C)n[nH]1	i
S=C(NCc1ccccc1)NCc1cccc(Cl)c1	i
COc1cc(C(=O)N/N=C/c2cccc(Oc3ccccc3)c2)ccc1O	i
CCOC(=O)c1ccc(NC(=O)c2cccnc2)cc1	i
O=C(Nn1c(COc2ccccc2)nc2ccccc2c1=O)C(Cl)(Cl)Cl	i
CC(CN)(NS(=O)(=O)c1ccccc1)c1ccccc1 (centres undefined)	i
O=S(=O)(c1ccccc1)N1CCN(C(=S)Nc2ccc(Br)cc2)CC1	i
COc1ccc(C2NC(=O)NC(C)=C2C(=O)OC2CCC(C)CC2)cc1 (centres undefined)	i
O=C(NCc1cnn(-c2ccc(F)cc2)c1)C1CCC(=O)N(C2CC2)C1 (centres undefined)	i
CCOc1ccc(NC(=O)C(CC(=O)O)Cc2ccc(C)cc2)cc1 (centres undefined)	i
CC(C)c1ccc(OCC(=O)N2CCN(C(=O)c3ccco3)CC2)cc1	i
CC(C)c1nc2sc3c(c2c(=O)[nH]1)CC(C)(C)OC3	i
CN(C)C(=O)COc1ccc2c(-c3ccccc3)cc(=O)oc2c1	i
COc1ccc(C(=O)NC2CC2)cc1OC1CCN(Cc2ccccc2)CC1	i
C/C(=N\NC(=O)c1cc(-c2ccc(O)cc2)nc2ccccc12)c1cccnc1	i
COc1ccc(/C=C/C(=O)NCCCN2CCOCC2)cc1	i
Cc1ccc(Nc2nc(-c3ccccc3)cs2)nc1	i
c1ccc(-c2nnnn2-c2ccccc2)cc1	i
O=C(Nc1ccc(C(=O)Nc2ccccc2Cl)cc1)c1cccnc1	i
N#C/C(=C\c1ccc(C#N)cc1)C(=O)c1ccccc1	i
Cc1c(CCC(=O)NCCCCCC(=O)O)c(=O)oc2c(C)c3oc4c(c3cc12)CCCC4	i
N#Cc1ccc(-c2cn3c(n2)SCC3)cc1	i
CC(C)CC(O)C1CCN(C(=O)CCc2nnc(-c3ccc4c(c3)OCO4)o2)CC1 (centres undefined)	i
CCn1ncc(Br)c1C(=O)Nc1c(C)nn(Cc2c(F)c(F)c(F)c(F)c2F)c1C	i
SMILES	CHT PAM
CCCCN(C)C(=O)Cn1ncc2c3ccccc3n(CCC)c2c1=O	i
CCCCCCC(O)(c1ccc(OC)cc1)C(CN1CCOCC1)c1ccccc1 (centres undefined)	i
Fc1ccc2nc(C(F)(F)F)cc(N3CCOCC3)c2c1	i
N#CCSc1nc(-c2ccccc2)nc2ccc(F)cc12	i
COC(=O)C1=CN(Cc2ccc(F)cc2)C=C(C(=O)OC)C1c1ccc(O)c(OC)c1	i
COCCN(CCOC)c1nc(-c2ccccc2)nc2ccccc12	i
COc1ccccc1OCc1ccc(C(=O)N(C)c2ccccc2)o1	i
C[C@H](NC(=O)c1cc2c(cn1)[nH]c1ccccc12)C(=O)O	i
COc1ccc(Cl)cc1CNCCCSc1ncccn1	i
Cc1ccc(Br)cc1S(=O)(=O)Nc1cccnc1	i
CC(=O)c1ccc(OCC(O)CN2CCN(S(=O)(=O)c3c(C)cc(C)cc3C)CC2)cc1 (centres undefined)	i
O=c1ccc2cc(S(=O)(=O)Nc3ccc(Br)cc3)ccc2o1	i
Cc1cccc(OCC2Cn3c(nc4c3c(=O)[nH]c(=O)n4C)O2)c1 (centres undefined)	i
C=C(C)COc1ccc(-c2nc(N)ncc2-c2ccc(OC)c(OC)c2)c(O)c1	i
O=C(Nc1ccccc1O)c1ccc2c(c1)C(=O)N(c1ccccc1)C2=O	i
O=C1CSC(c2ccccc2)N1Cc1ccccn1 (centres undefined)	i
CNC(=O)c1c(O)c2cccc3c2n(c1=O)CCC3	i
CCC(C)NC(=O)c1ccc2c(c1)S(=O)(=O)c1ccccc1C2=O (centres undefined)	i
O=C(NNC(=O)c1ccco1)Nc1ccccc1	i
Cc1cc(C)cc(NC(=O)c2cccnc2)c1	i
O=C(NCCCSc1ccccc1)c1cc(Br)ccc1O	i
S=c1[nH]cnc2sc(Nc3ccccc3)nc12	i
O=C(O)Cc1sc(Nc2cccc3ccccc23)nc1-c1ccc(F)cc1	i
Cc1cc(S(=O)(=O)NCCCN2CCOCC2)c(C)cc1Cl	i
C/C(=N\NC(=O)C1CC1)c1ccccc1Br	i
SMILES	CHT PAM
COc1cc(/C=N/NC(=O)c2cccc3ccccc23)cc(OC)c1O	i
CC(=O)c1cccc(OCc2cc(C(=O)N(C)CCc3cnn(C)c3)no2)c1	i
COc1cccc(-c2noc(C3CCCN(C(=O)c4ccccc4OC)C3)n2)c1 (centres undefined)	i
CCOC(=O)c1n[nH]n2c1nc(=S)c1ccccc12	i
COc1ccccc1CC(=O)NNC(=O)c1ccc(C(C)(C)C)cc1	i
CCCCn1c(N)c(N(Cc2ccccc2OC)C(=O)CSCC(=O)Nc2cccc(C)c2)c(=O)[nH]c1=O	i
Cc1cc2nc(-c3ccc[nH]c3=O)n(Cc3ccccc3F)c2cc1C	i
O=C(c1ccc2nc[nH]c2c1)N1CCN(c2cccc(C(F)(F)F)c2)CC1	i
NNC(=O)c1nc(-c2ccccc2)cc(-c2ccccc2)n1	i
Nc1ccccc1C(=O)Nc1cccc2ccccc12	i
CCS(=O)(=O)N1Cc2ccccc2CC1C(=O)NCc1cccc(OC)c1 (centres undefined)	i
CCc1nc(Nc2cccc(O)c2)c2oc3ccccc3c2n1	i
O=C(NC1CC2CCCC(C1)N2Cc1ccccc1)c1ccc([N+](=O)[O-])cc1 (centres undefined)	i
CC(=O)NCCNC(=O)c1ccc(Cn2c(=O)[nH]c3ccsc3c2=O)cc1	i
CCc1nnc(NC(=O)c2nc(Cl)ccc2Cl)s1	i
COc1ccc(/C=N/N(c2ccccc2)c2ccccc2)cc1O	i
COC(=O)c1sccc1NC(=O)Nc1ccc(C)c(C)c1	i
CC(=O)c1cc(C)ccc1OC(=O)CN1C(=O)c2ccccc2C1=O	i
CCCc1nn(C)c2c(=O)[nH]c(-c3cc(S(N)(=O)=O)ccc3OCC)nc12	i
COc1ccc(N2CCN(C3CCCN(C(=O)C4=C(C)OCCO4)C3)CC2)cc1 (centres undefined)	i
CCn1ncc([N+](=O)[O-])c1C(=O)Nc1c(C)cccc1C	i
Cc1cc(C)cc(N(C)S(=O)(=O)c2nnc(NC(=O)C(C)C)s2)c1	i
Cc1ccccc1N=C1NC(=O)C(CO)(CO)S1	i
CC(=O)c1c(C)oc2ccc(OCc3ccccc3)cc12	i
COC(CN(C)C(=O)c1ccc2c(c1)NC(=O)c1ccccc1S2)OC	i

An excerpt of these results, bar-delimited:
SMILES | CHT PAM
O=C(c1ccc2nc[nH]c2c1)N1CCN(c2cccc(C(F)(F)F)c2)CC1 | i
NNC(=O)c1nc(-c2ccccc2)cc(-c2ccccc2)n1 | i
Nc1ccccc1C(=O)Nc1cccc2ccccc12 | i
CCS(=O)(=O)N1Cc2ccccc2CC1C(=O)NCc1cccc(OC)c1 (centres undefined) | i

(next part)
SMILES	CHT PAM
CNC(=O)c1c[nH]c2ccc(S(=O)(=O)Nc3cccc(SC)c3)cc2c1=O	i
COc1cc(C(=O)N/N=C/c2cn(Cc3cccc(F)c3)c3ccccc23)ccc1O	i
O=C(Nc1ccc(CN2CCOCC2)cc1)c1cc(Br)ccc1Cl	i
COCCCNC(=S)N(CCO)Cc1cc2cc3c(cc2[nH]c1=O)OCO3	i
CSc1nc2sc3c(c2c(=S)[nH]1)CC(C)(C)OC3	i
COc1ccc(N(CC(=O)NC2CC3CCC2C3)S(=O)(=O)c2ccccc2)cc1Cl (centres undefined)	i
CC1CCCCN1CC(O)COCc1ccccc1 (centres undefined)	i
Cc1ccc(C)c(OCC(=O)NNC(=O)c2ccc(NC(=O)C3CC3)cc2)c1	i
C=CCNC(=S)NNC(=O)c1cc(-c2cccnc2)nc2ccccc12	i
CCOc1ccc2nc(NC(=O)CN3CCN(CC)CC3)sc2c1	i
O=C(NCc1ccco1)c1ccc(Cl)cc1[N+](=O)[O-]	i
COC(=O)CNC(=O)CSc1nc2c(sc(=S)n2-c2ccccc2)c(=O)[nH]1	i
Cc1cc(Br)cc(Br)c1OCC(=O)NNC(=O)CCC(=O)NCc1ccccc1	i
COc1ccc(-c2nc(SCC(=O)NC3CCCCC3)n[nH]2)cc1	i
C/C(=N\NC(=O)C1CC1)c1ccc(C)c(C)c1	i
Cc1cc(=O)[nH]c2nnc(-c3ccc(Br)cc3)n12	i
Cc1cc(OC(F)F)ccc1NC(=S)NC1CCCC1	i
Cn1cc(CN2CCC(n3nccc3NC(=O)CCc3ccccc3)CC2)cn1	i
COCCNC(=O)c1ccc(C2SCC(=O)N2CCc2ccccc2)cc1 (centres undefined)	i
Cc1ccc(S(=O)(=O)/N=C2/NC(=O)/C(=C\c3cc(Br)cc(Br)c3O)S2)cc1	i
COc1ccc(S(=O)(=O)NC2CCCC2)cc1C(N)=O	i
Cc1ccc(NC(=O)c2cc(-c3cc(Cl)ccc3O)n[nH]2)cc1C	i
Fc1ccc(OCCCn2ccnc2)cc1	i
COc1ccc(C(=O)N2CCNC(=O)C2CC(=O)Nc2ccc(C)c(C)c2)cc1 (centres undefined)	i
Cc1[nH]c(=O)[nH]c(=O)c1S(=O)(=O)Nc1cccc([N+](=O)[O-])c1C	i
SMILES	CHT PAM
O=C(NCCc1ccccn1)c1ccc(OC2CCN(CCc3ccccc3)CC2)cc1	i
CCOc1ccc(/C(O)=C2/C(=O)C(=O)N(c3ccccn3)C2c2ccc(Cl)cc2)c(C)c1 (centres undefined)	i
CCCCC(=O)Nc1nnc(S(=O)(=O)N(CC)c2ccc(OC)cc2)s1	i
CCCCCCC(O)(c1ccccc1)C(CN1CCOCC1)c1ccccc1 (centres undefined)	i
CCc1ccc(-c2nc3ccc(Br)cc3c(C(=O)O)c2C)s1	i
Cc1cccc(OCC(O)CN2CCOCC2)c1 (centres undefined)	i
COCCNC(=S)N1CCN(C(c2ccccc2)c2ccccc2)CC1	i
Cc1cccc(OCC(=O)NNC(=O)CCCCC(=O)NNC(=O)COc2cccc(C)c2)c1	i
COCCc1nc2ccc(C(=O)N(C)Cc3cccc(-n4nc(C)cc4C)c3)cc2o1	i
OC(COc1ccccc1Br)CN1CCNCC1 (centres undefined)	i
CC1(C)Cc2ccccc2C(COc2ccccc2)=N1	i
CC(NS(=O)(=O)c1ccc(Br)cc1)C(=O)NC1CCCCCC1 (centres undefined)	i
O=c1nccc(N/N=C/c2ccccc2O)[nH]1	i
CCCCC(=O)NC(c1ccc(Cl)cc1Cl)c1ccc2cccnc2c1O (centres undefined)	i
CCN(C(=O)c1ccc(NC(=O)c2ccco2)cc1)c1ccccc1	i

Eight compounds already listed, ordered by SMILES length, low to high:
SMILES	CHT PAM
OC(COc1ccccc1Br)CN1CCNCC1 (centres undefined)	i
O=c1nccc(N/N=C/c2ccccc2O)[nH]1	i
CC1(C)Cc2ccccc2C(COc2ccccc2)=N1	i
CCc1ccc(-c2nc3ccc(Br)cc3c(C(=O)O)c2C)s1	i
CCCCCCC(O)(c1ccccc1)C(CN1CCOCC1)c1ccccc1 (centres undefined)	i
CCN(C(=O)c1ccc(NC(=O)c2ccco2)cc1)c1ccccc1	i
CCCCC(=O)NC(c1ccc(Cl)cc1Cl)c1ccc2cccnc2c1O (centres undefined)	i
Cc1cccc(OCC(=O)NNC(=O)CCCCC(=O)NNC(=O)COc2cccc(C)c2)c1	i

Six compounds picked at random from those above:
SMILES	CHT PAM
O=C(Nc1ccc(C(=O)Nc2ccccc2Cl)cc1)c1cccnc1	i
CC(CN)(NS(=O)(=O)c1ccccc1)c1ccccc1 (centres undefined)	i
Cc1cc(C)nc(Nc2cccc(Cl)c2)n1	i
O=C1Nc2ccc(S(=O)(=O)N(CCO)CCO)c3cccc1c23	i
CC(=O)c1cccc(NC(=S)NC2CCCCCCC2)c1	i
Cc1c(CCC(=O)NCCCCCC(=O)O)c(=O)oc2c(C)c3oc4c(c3cc12)CCCC4	i
